Compound activity deposited in PubChem by National Center for Advancing Translational Sciences (NCATS).
IMPase Li inh = IMPase inhibition in cells with lithium potentiation. CHO-M1 cells, IP1 TR-FRET (IP-One), carbachol + lithium. Potency, µM (titrated, usually from 59.4 µM), without a hit: top-dose activity, negative = IMPase inhibition, usual class: inhibitors. hit rate 0.35% among 210,000. AID 1457;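 also: IP1 builds up when IMPase is blocked and the TR-FRET signal falls; potency is read from the fitted curve at half-maximal effect; plate controls were basal vehicle for no effect and high inhibitor control for full effect; nearly all actives have a fitted effect of over 50% in size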
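Steps: plate 2000 CHO-M1 cells per well and culture 16–30 h; add compound and lithium; incubate 30 min, 37C; add d2-IP1 tracer and Eu cryptate anti-IP1 antibody in lysis buffer; read after 10 min at room temperature.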
HTT aggregate = mutant huntingtin aggregation inhibition. PC12 HttQ103-GFP aggregates, Acumen cytometry, 40 h. hit rate 1.1% among 220,000. Potency, µM (highest dose often 46.1 µM), without a hit: at the highest dose activity change, negative = inhibition, most hits filed as inhibitors; also: potency is read from the fitted curve at half-maximal effect; % is scaled to controls: 0 for no effect and ±100 for the full control effect; nearly all actives have a fitted effect of over 60% in size
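Aggregate formation scored by laser-scanning cytometer (488 excitation, 500–530 emission) in lysed PC12 cells expressing Q103-GFP after 100 nM tebufenozide induction; library tested in dose series, with ATPLite reagent added in the multiplex.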
HTT cytoprotect = Huntington cell model cytoprotection by ATP luminescence. PC12 HTT-Q103 induced, cytoprotection, ATP luminescence, 40 h. Potency, µM (series often up to 56.4 µM), for inactives: cytoprotection (ATP increase), usual class: activators. hit rate 0.14% among 230,000;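 also: potency is read from the fitted curve at half-maximal effect; % of control where 0% means no effect; nearly all actives have a fitted effect of over 45% in size; toxic huntingtin expression switched on by the ecdysone agonist tebufenozide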
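Readout: ATPlite luminescence (ATP level). Model: stable PC12, inducible Htt exon1 Q103-GFP. Inducer: tebufenozide, 100 nM final. Compounds: dose series. No G418 in medium.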
LMNA splice mod = changes lamin A minigene splicing in HeLa cells; HeLa LMNA splicing GFP/RFP minigene ratio, 48 h; Potency, µM (series often up to 46.1 µM), inactives show top-dose ratio change, negative = inhibition, most hits filed as inhibitors; hit rate 0.01% among 200,000; AID 1487; active = well fitted inhibition curve with a large enough effect in the signal ratio, with a control signal flat, not every such curve was filed as active; inconclusive = small, poorly fitted or top-dose-only effect, or effect the other way, or a change in a side signal; the % refers to the signal ratio; also: potency is read from the fitted curve at half-maximal effect; % is scaled to controls: 0 for no effect and ±100 for the full control effect
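S3 HeLa cells stably expressing lamin A-EGFP splicing minigene plus DsRed2, 600 cells/well, 48 h compound exposure at 37C. Laser-scanning cytometry; analysed as GFP (500-530 nm)/RFP (575-640 nm) total intensity ratio; 0.5% DMSO vehicle.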
CBFb-RUNX1 inh = CBF-beta/RUNX1 interaction disruption; Q01196+Q13951; AlphaScreen CBFb-His/RUNX1-biotin binding, biochemical; Potency, µM (series often up to 59.8 µM), inactives show at the highest dose activity, negative = inhibition, hits mostly inhibitors; 230,000 tested, under 10 active; AID 1477; also: % of control where 0% means no effect
Target sequence (Q01196 whole entry, looked up): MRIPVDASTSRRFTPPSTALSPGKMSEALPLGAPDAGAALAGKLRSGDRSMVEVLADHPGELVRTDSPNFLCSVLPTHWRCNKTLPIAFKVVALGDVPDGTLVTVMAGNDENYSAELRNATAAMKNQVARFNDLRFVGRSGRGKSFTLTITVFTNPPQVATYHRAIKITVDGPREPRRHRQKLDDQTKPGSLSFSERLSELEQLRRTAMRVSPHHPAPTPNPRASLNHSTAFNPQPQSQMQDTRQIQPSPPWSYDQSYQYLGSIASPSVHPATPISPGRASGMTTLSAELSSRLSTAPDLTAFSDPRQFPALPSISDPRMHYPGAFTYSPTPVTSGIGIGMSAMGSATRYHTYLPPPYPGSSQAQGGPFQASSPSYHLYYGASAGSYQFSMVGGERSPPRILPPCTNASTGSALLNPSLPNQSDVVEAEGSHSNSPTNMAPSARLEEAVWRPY
Target sequence (Q13951 whole entry, looked up): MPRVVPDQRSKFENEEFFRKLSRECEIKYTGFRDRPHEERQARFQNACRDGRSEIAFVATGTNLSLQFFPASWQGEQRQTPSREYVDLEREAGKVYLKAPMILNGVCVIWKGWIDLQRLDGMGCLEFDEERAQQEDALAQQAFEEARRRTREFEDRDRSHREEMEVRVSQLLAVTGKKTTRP
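Room-temperature protein-protein interaction test with 30 nM each of His-tagged CBF-beta and biotinylated RUNX1, 15 min with compound, then 90 min with nickel plus streptavidin beads. Signal read in AlphaScreen mode.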
Luc counter = Kinase-Glo luciferase inhibition (counter-screen); hit rate 0.28% among 200,000; Potency, µM (top dose mostly 38.3 µM), inactives show top-dose activity change, negative = inhibition, usual class: inhibitors; Q27757; Kinase-Glo luciferase, ATP luminescence, 8 min; also: potency is read from the fitted curve at half-maximal effect; % is scaled to controls: 0 for no effect and ±100 for the full control effect; nearly all actives have a fitted effect of over 60% in size
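Luminescence was the read-out, taken after 8-minute incubation at ambient temperature. Luciferase turned over luciferin with 10 uM ATP in imidazole pH 7.2 buffer containing KCl, MgCl2, Tween 20 and BSA.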
SMN2 splice up = increases expression of the SMN2 splice variant. Potency, µM (top dose mostly 46.1 µM), for inactives: top-dose activity change, positive = activation, usual class: activators. hit rate 2.8% among 210,000. HEK293 SMN2-luciferase splicing reporter, luminescence, 30-36 h; also: potency is read from the fitted curve at half-maximal effect; % of control where 0% means no effect; nearly all actives have a fitted effect of over 55% in size
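HEK293 cells carry an SMN2 […]–luciferase reporter in which exon 7 inclusion puts luciferase in frame. Cells were plated 10-12 h before compound addition, then incubated 30-36 h at 37C. ONE-Glo luminescence was read; sodium butyrate at 4.5 mM final served as control.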
Active calls of the source: *; ? = inconclusive; . = no result given; & = joins results of further samples; [ ] = dose if it differs, or a comment. Unless noted, calls follow the shape of the dose curve; as a rule, active = well fitted curve in the direction sought with a large enough effect; inconclusive = small, poorly fitted or top-dose-only effect, or another doubt; inactive = no such curve, though single readings can be large; an effect the other way counts as inactive or inconclusive.

SMILES	IMPase Li inh	HTT aggregate	HTT cytoprotect	LMNA splice mod	CBFb-RUNX1 inh	Luc counter	SMN2 splice up
COc1ccc(C(=O)Nc2cccc(OC)c2)cc1	10%[38.3 µM]	-8%	-49%[inhibitor]	1%	-3%	7.9µM*	2.8µM*
Cc1cc(-c2ccco2)n(CC(=O)O)n1	-1%[38.3 µM]	16%	-11%	14%	4%	-9%	7%
CCOc1cc(C(=O)Nc2ccc(F)cc2)cc(Br)c1OC	13%	-15%	.	?	3%	0%	-14%
COc1ccccc1C1=NC(c2ccc(F)cc2)N=C1C (configuration not stated)	16%	-2%	-29%	?	11%	5%	23%
O=C(NC1CCCc2ccccc21)C(Cc1ccccc1)NS(=O)(=O)c1cccs1 (configuration not stated)	9%	0%	6%[10 µM]	-4%	-1%	1%	-4%
Nc1c(C(=O)N2CCOCC2)sc2nc(N3CCOCC3)c3c(c12)CCCC3	.	7%[9.22 µM]	15%[10 µM]	.	10%	.	.
CC1=NNC(=O)C1CC(=O)N/N=C/c1sccc1C (configuration not stated)	.	31%[9.22 µM]	1%[10 µM]	.	14%	.	.
COc1ccc(-c2cn[nH]c2N)cc1OC	50%[activator][38.3 µM]	0%	-1%	18%	-24%	-1%	3%
CN1CCN(c2nc(-c3ccoc3)nc3ccccc23)CC1	3%	.	-21%	-23%	.	.	.
COC(=O)[C@@H](NC(=O)/C=C/c1ccc(OC)cc1)C(C)C	1%	5%	-20%	-2%[46 µM]	2%	-4%	-11%
COc1ccc(-n2ncc3c(NCc4ccc5c(c4)OCO5)ncnc32)cc1	?	-1%	-12%[1.9 µM]	17%	-5%	1%	2%
COc1cccc(CNCc2ccccn2)c1OC	16%[38.3 µM]	-7%	-15%[10 µM]	-2%	8%	-3%	11%
C=CCOc1ccc(CNC(C)(C)C)cc1OC	-3%[38.3 µM]	3%	-13%	6%	-2%	-5%	8%
Cc1ccc(C)c(NC(=S)NCC(c2cccnc2)N2CCOCC2)c1 (configuration not stated)	-4%	12%	1%[10 µM]	?	2%	-2%	-8%
COc1ccc(-c2nc(CCl)cs2)cc1OC	-9%	-9%	-52%[inhibitor]	.	9%	-3%	-5%
CCn1cc(C(=O)O)c(=O)c2cnc(N3CCN(C(=S)Nc4ccc(F)cc4)CC3)nc21	.	-4%[9.22 µM]	5%[10 µM]	.	6%	.	.
CC(C)(C)NC(=O)C1CCC(C)(C(=O)O)C1(C)C (configuration not stated)	-4%[38.3 µM]	20%	2%[1.9 µM]	9%	5%	-2%	-1%
O=C(COc1ccc(Cl)cc1)Nc1ncc([N+](=O)[O-])s1	16%	13µM*	-59%[inhibitor]	?	-2%	4%	?
COc1ccc(S(=O)(=O)NC2CC(C)(C)NC(C)(C)C2)cc1C(C)C	.	-8%[9.22 µM]	20%[10 µM]	.	?	.	.
Cc1cc(C)n2c(Nc3ccc4c(c3)OCCO4)c(-c3ccc(C)o3)nc2n1	3%[38.3 µM]	-5%	-44%[inhibitor]	-2%	-10%	-4%	16%
COc1cc2c(cc1NC(=O)COC(=O)/C=C/c1ccc([N+](=O)[O-])cc1)oc1ccccc12	.	23%[9.22 µM]	2%[10 µM]	.	4%	.	.
COc1cccc(Nc2nnc(SCC(=O)N(CC(C)C)CC(C)C)s2)c1	.	6%	-4%	?	4%	.	.
Cc1ccc(CN2CCN(CC(=O)NCCCN3CCN(c4ccc(F)cc4)CC3)C2=O)cc1	-3%[38.3 µM]	?	10%	2%	-2%	-1%	-71%[inhibitor]
Cc1cc(/C=C2\C(=N)N3N=C(C(C)C)SC3=NC2=O)c(C)n1-c1ccccc1	-2%	1%	-27%	15%[46 µM]	-6%	-1%	-40%[inhibitor]
Cc1cc(C)nc(NC(=O)c2cccc(Cl)c2)n1	.	-4%	-11%[10 µM]	-10%	4%	.	.

Brought forward from above: two compounds, followed by the next part.
SMILES	IMPase Li inh	HTT aggregate	HTT cytoprotect	LMNA splice mod	CBFb-RUNX1 inh	Luc counter	SMN2 splice up
Cc1cc(/C=C2\C(=N)N3N=C(C(C)C)SC3=NC2=O)c(C)n1-c1ccccc1	-2%	1%	-27%	15%[46 µM]	-6%	-1%	-40%[inhibitor]
Cc1cc(C)nc(NC(=O)c2cccc(Cl)c2)n1	.	-4%	-11%[10 µM]	-10%	4%	.	.
CCCCC#Cc1ccccc1CC(=O)Nc1ccccc1	15%&-4%	0%	1%	?	-4%[2.36 µM]	-5%&2%	-30%&-19%
CC(C1CCN(Cc2nc(C3CC3)no2)CC1)N1CCOCC1 (configuration not stated)	10%	-4%[9.22 µM]	-20%[10 µM]	6%[46 µM]	1%	0%	-3%
Clc1ccc(CC[C@H](Cn2ccnc2)Sc2c(Cl)cccc2Cl)cc1	14%	5%[20.6 µM]	-303%[inhibitor][17.1 µM]	?	-1%[21.7 µM]	-2%[17.1 µM]	-18%[20.6 µM]
COCCNC(=O)/C(C#N)=C\c1ccc(CNC(=O)C(=O)Nc2ccc(C)c(C)c2)o1	-1%	.	.	.	0%	-5%	-8%
COc1cccc(N(CC(=O)Nc2cccc(N(C)S(C)(=O)=O)c2)S(C)(=O)=O)c1	26%[38.3 µM]	-25%	-10%	-12%	3%	6%	20%
CC(Sc1ncnc2ccccc12)C(=O)Nc1ccc2c(c1)OCO2 (configuration not stated)	-22%[38.3 µM]	5%	13%	?	-7%	-6%	-41%[inhibitor]
COc1ccc(OC)c(C2=NOC(C(=O)NCc3ccco3)C2)c1 (configuration not stated)	?	-9%	-23%	-24%	3%	-2%	11%
O=C(Nc1ccc(OCC(=O)N2CCOCC2)cc1)Nc1cccc(Cl)c1	0%	-10%[9.22 µM]	9%[10 µM]	14%[46 µM]	6%	1%	.
CN1C(=O)NC(NC(=O)c2ccncc2)(C(F)(F)F)C1=O (configuration not stated)	-3%[38.3 µM]	2%	22%	-4%	6%	-5%	-13%
CCc1c(O)nc(SCC(=O)Nc2ccccc2OC)[nH]c1=O	-5%[38.3 µM]	-9%	-7%[10 µM]	2%	7%	-2%	-4%
COc1ccc(S(=O)(=O)N2c3ccccc3OCC2C(C)(C)C)cc1 (configuration not stated)	13%	-24%	9%[10 µM]	-23%[46 µM]	20%	0%	-29%
Cc1ccc(O)c(C(=O)c2cnn(-c3ccc(S(=O)(=O)N4CCOCC4)cc3[N+](=O)[O-])c2)c1	-3%	-18%	.	-6%	-17%	0%	12%
Cc1cc(C)cc(NC(=O)C(OC(=O)c2cccs2)c2ccccc2)c1 (configuration not stated)	6%	-1%	9%[1.9 µM]	-8%	11%	-1%	-10%
O=C1Cn2c(nc3ccccc32)-c2ccccc2N1	0%[38.3 µM]	21%	-19%	-7%	5%	-2%	-8%
Cc1ccc(/C=C/C(=O)OCn2nnc3ccccc3c2=O)o1	.	-12%[9.22 µM]	15%[10 µM]	.	9%	.	.
COCCn1c(=O)c(-c2ccc(Cl)cc2)nc2cnc(OC)nc21	3%	.	0%	.	.	1%	0%
CCOc1ccccc1NC(=O)c1cc(SC)ccc1Cl	11%	-16%	-19%	.	?	2%	13%
CCC1(c2cccc(Cl)c2)NC(=O)N(Cc2cc(C(=O)OC)c(C)o2)C1=O (configuration not stated)	56%[activator][38.3 µM]	-30%	-18%[10 µM]	?	-1%	-4%	.
CCOc1ccc(S(=O)(=O)NCc2ccc(Cl)cc2)c2cccnc12	-7%	12%	.	-7%	2%	-3%	-22%
COc1ccc(CNC(=O)COC(=O)/C=C/c2cccc(Br)c2)cc1OC	13%	5%	-8%[10 µM]	-11%[46 µM]	-4%	2%	-11%
CCCNC(=O)c1ccccc1NC(=O)CN(c1ccccc1)S(=O)(=O)N(C)C	4%	9%[9.22 µM]	-2%[10 µM]	.	7%	.	.
CCN(CC)CC#CC(OC)(c1ccccc1)c1ccccc1	28%	-1%[9.22 µM]	0%[10 µM]	.	8%	-4%	-11%
COC(=O)c1sc(N)c(C(=O)OC)c1COC(=O)CNS(=O)(=O)c1cccc(C#N)c1	-4%	-5%	20%[10 µM]	-15%	-5%	-1%	3%
O=C(CCC1CCCN(Cc2ccc3c(c2)OCCO3)C1)NCc1ccc(F)c(F)c1 (configuration not stated)	8%	-17%[9.22 µM]	10%[10 µM]	.	11%	.	.
CS(=O)(=O)N(CC(=O)NC1CCCC1)c1ccc(Oc2ccccc2)cc1	15%	3%[9.22 µM]	9%[10 µM]	-10%[46 µM]	1%	0%	.

More records:
SMILES	IMPase Li inh	HTT aggregate	HTT cytoprotect	LMNA splice mod	CBFb-RUNX1 inh	Luc counter	SMN2 splice up
CC(NC(=O)COC(=O)Cc1ccsc1)c1ccccc1 (configuration not stated)	-1%	17%	30%[10 µM]	?	0%	2%	10%
CCOC(=O)C1CCN(CC(O)COc2ccc(C(C)(C)C)cc2)CC1 (configuration not stated)	11%[38.3 µM]	14%	-21%[10 µM]	-1%	-5%	-8%	-42%[inhibitor]
CCCCc1ccc(NC(=O)CSCc2cc(=O)[nH][nH]2)cc1	34%[activator][38.3 µM]	3%	5%	8%	-18%	-4%	16%
O=C(c1c[nH]c(C(=O)C(Cl)(Cl)Cl)c1)c1ccccc1Cl	-14%[38.3 µM]	14%	-7%	-1%	1%	-1%	-5%
CO/N=C/c1cccn1-c1nccc(N(C)C)c1C#N	-1%	8%[9.22 µM]	14%[10 µM]	.	22%	.	.
O=C(NCC1CCCN(Cc2ccc3nonc3c2)C1)c1ccc(F)cc1 (configuration not stated)	14%	30%[9.22 µM]	2%[10 µM]	.	-3%	-1%	.
COc1ccc(C(=O)NC(=O)Nc2ncccc2C)cc1	17%[38.3 µM]	4%	9%[10 µM]	3%	-2%	-21%	?
N=c1n(Cc2ccc(Cl)cc2)c2ccccc2n1CC(O)c1ccco1 (configuration not stated)	11%[38.3 µM]	?	-31%	-6%	4%	1%	-2%
O=C(N/N=C/c1cccs1)[C@H]1C[C@@H]1c1ccccc1	-1%	2%	16%[10 µM]	-2%	-3%	-4%	3%
O=S(=O)(NCC1CCCO1)c1cc(Cl)ccc1Br (configuration not stated)	-6%[38.3 µM]	-1%	5%	2%	3%	1%	22%
O=C(CSc1nc2c(sc3ccccc32)c(=O)n1CCCN1CCOCC1)NCC1CCCO1 (configuration not stated)	-2%	-4%	-28%	.	5%	.	.
O=C(c1ccc2ccccc2c1)N1CCN(c2ccccc2)CC1	-10%[38.3 µM]	-3%	-6%	?	-3%	-1%	-5%
CNc1ncc(C(=O)c2ccc(F)cc2)s1	-3%	-12%	-30%	.	21%	-9%	?
